Source: PubChem
ASAP1 inh: inhibitors of human ASAP1 ArfGAP activity, primary screen, biochemical, fluorescence polarization; ASAP1-stimulated ARF1 GTP hydrolysis, GDP FP detection; inhibition, % at 16.5 µM; 0.19% of 360,000 active; in the data active = inhibition above about 25%;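 also: 0% = vehicle with enzyme and substrate and 100% = no enzyme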
sPLA2-III inh: human group III sPLA2 inhibitors, primary screen, biochemical, QFRET, BODIPY PC-A2 liposome substrate; QFRET BODIPY PC-A2 liposome hydrolysis, fluorescence; inhibition, % at 12.2 µM; 0.56% of 370,000 active;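 active = inhibition above mean plus 3 SD of compounds lying within the high and low control bounds, cut at about 19% in these data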;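 also: 0% = median of test compound wells and 100% = no enzyme DMSO wells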
DDE Tn6 FP inh: inhibitors of Tn6 peptide binding to fibrin DD(E), primary screen, biochemical, fluorescence polarization, human fibrin, Tn6 probe. Fibrinogen beta chain (Homo sapiens), P02675. Fibrin DD(E) TRITC-Tn6 fluorescence polarization displacement. inhibition, % at 8.3 µM. 0.21% of 370,000 active. AID 720509, 2013;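 active = inhibition above a per-campaign cutoff: mean of compounds within control limits plus 3 SD, cut at about 15% in these data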;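 also: 0% = median of all compound wells on the plate and 100% = blocking peptide control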
GC-B act: human GC-B receptor activators, primary screen, HEK293 GC-B cells, cGMP TR-FRET, EC30 CNP; 0.11% of 370,000 active; Atrial natriuretic peptide receptor 2 (Homo sapiens), P20594; 0% at EC30 CNP, 100% saturating CNP; activation, % at 10 µM;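 active = activation at 10 µM reaching about 35% in either raw or pattern-adjusted values, limit read from the data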
Target sequence (P20594 whole entry, looked up): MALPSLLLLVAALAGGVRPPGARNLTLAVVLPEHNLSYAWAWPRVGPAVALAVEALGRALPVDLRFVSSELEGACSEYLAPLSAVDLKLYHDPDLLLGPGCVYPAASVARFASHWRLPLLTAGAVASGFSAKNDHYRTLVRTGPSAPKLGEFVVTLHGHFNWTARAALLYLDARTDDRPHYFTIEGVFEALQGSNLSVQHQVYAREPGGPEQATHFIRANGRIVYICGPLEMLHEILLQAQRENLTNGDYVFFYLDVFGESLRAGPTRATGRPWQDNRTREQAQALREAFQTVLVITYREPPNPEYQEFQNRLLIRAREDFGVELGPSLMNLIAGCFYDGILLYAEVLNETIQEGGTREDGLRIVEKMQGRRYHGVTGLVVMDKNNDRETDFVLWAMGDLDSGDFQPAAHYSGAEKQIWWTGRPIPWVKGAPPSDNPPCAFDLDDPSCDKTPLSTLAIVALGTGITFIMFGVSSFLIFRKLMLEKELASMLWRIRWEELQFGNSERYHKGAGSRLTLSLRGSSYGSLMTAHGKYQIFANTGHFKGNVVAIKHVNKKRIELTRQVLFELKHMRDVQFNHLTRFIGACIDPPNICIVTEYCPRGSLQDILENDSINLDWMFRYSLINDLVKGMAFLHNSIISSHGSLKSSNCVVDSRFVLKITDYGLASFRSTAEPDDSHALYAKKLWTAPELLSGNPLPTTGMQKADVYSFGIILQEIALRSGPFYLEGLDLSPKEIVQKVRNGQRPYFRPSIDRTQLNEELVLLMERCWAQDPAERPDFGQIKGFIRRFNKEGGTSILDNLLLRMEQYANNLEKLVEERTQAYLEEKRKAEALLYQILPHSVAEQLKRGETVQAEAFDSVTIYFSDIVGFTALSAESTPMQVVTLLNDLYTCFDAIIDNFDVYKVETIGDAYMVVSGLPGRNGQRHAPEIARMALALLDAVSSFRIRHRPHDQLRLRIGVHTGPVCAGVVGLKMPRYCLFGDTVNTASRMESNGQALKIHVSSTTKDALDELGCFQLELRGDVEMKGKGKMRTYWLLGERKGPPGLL
NPR1 activator: GC-A stimulated cGMP production enhancers – HEK293 GC-A cells, cGMP TR-FRET, EC30 ANP, primary screen. Atrial natriuretic peptide receptor 1 (Homo sapiens), P16066. 0% at EC30 ANP, 100% saturating ANP. activation, % at 10 µM. 0.14% of 370,000 active; in the data active = activation above about 40%
ADAM10 inh: human ADAM10 inhibitors, primary screen, biochemical, QFRET, HTS. recombinant ADAM10, EDANS/DABCYL FRET peptide cleavage, 3 h. inhibition, % at 7 µM. Disintegrin and metalloproteinase domain-containing protein 10 (Homo sapiens), O14672. 0.62% of 370,000 active. AID 720582, 2013;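 active = inhibition above a per-campaign cutoff equal to the mean of compounds falling between control-based bounds plus 3 SD, cut at about 20% in these data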;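 also: 0% = DMSO wells while the 100% control is not disclosed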
rCAG RNA binder: binders of r(CAG) RNA repeats, primary screen, biochemical, fluorescence. 1.3% of 370,000 active. r(CAG) RNA repeat, TO-PRO-1 dye displacement fluorescence. inhibition, % at 3 µM;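 active = inhibition above the plate cutoff, the mean of all test compounds on that plate plus 3 SD, cut at about 35% in these data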;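 also: 0% = DMSO alone and 100% = 100 µM mitoxantrone as full dye displacement; higher means more dye released from RNA so lower well fluorescence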
proKLK7 act: proKLK7 zymogen activators, primary screen, biochemical, fluorescence intensity; Kallikrein-7 (Homo sapiens), P49862; purified proKLK7, EDANS-DABCYL substrate fluorescence; 100% is mature enzyme control, 0% vehicle; activation, % at 7 µM; 0.9% of 370,000 active;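 active = activation above the mean of all tested compounds plus 3 SD, computed per campaign excluding outliers beyond control limits, cut at about 13% in these data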
ARFGAP1 inh: inhibitors of rat ARFGAP1 GAP activity, primary screen, biochemical, fluorescence polarization, GDP tracer; 0.26% of 360,000 active; inhibition, % at 16.5 µM; Arfgap1-stimulated ARF1 GTP hydrolysis, GDP FP detection; ADP-ribosylation factor GTPase-activating protein 1 (Rattus norvegicus), Q62848; AID 651572, 2012;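 active = inhibition above a per-plate limit, mean inhibition of low control wells plus 3 SD, cut at about 25% in these data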;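 also: 0% = DMSO wells with enzyme and 100% = wells lacking Arfgap1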
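Material: rat Arfgap1 catalytic domain, aa 1-136; also added: human ARF1(Δ1-17)-GTP substrate; compound dosing: one concentration, 16.5 µM, DMSO 1.26%; incubation: GTP hydrolysis reaction 2 h at 25 °C; measured by: Tracer-displacement fluorescence polarization with EDTA stop, 620/688 nm; evaluation: % inhibition from polarization; repeats: one replicate per compound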
GAA850 FXN act: FXN promoter activators, primary screen, cell-based, luciferase luminescence, HEK293 lucGAA850; HEK293 lucGAA850 FXN promoter luciferase reporter, 24 h; percent of 10 µM SAHA response; activation, % at 6 µM; 0.56% of 360,000 active; AID 540364, 2011;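 active = activation above the average of all compounds screened plus 3 SD, cutoff fixed separately per campaign, cut at about 7.5% in these data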;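 also: 0% = DMSO wells and 100% = 10 µM SAHA wells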
An asterisk follows results filed as active; i = inactive; · = not tested or not shown.

SMILES	ASAP1 inh	sPLA2-III inh	DDE Tn6 FP inh	GC-B act	NPR1 activator	ADAM10 inh	rCAG RNA binder	proKLK7 act	ARFGAP1 inh	GAA850 FXN act
CC(=O)Nc1ccc(S(=O)(=O)NNC(=O)c2cccc([N+](=O)[O-])c2)cc1	6	9	-7	-1	2	3	-1	-0.3	4	1.0
CCCCNC(=O)COC(=O)c1ccc(Cl)c(S(=O)(=O)N2CCCC2)c1	0	2	3	-1	-1	4	1	0.0	6	0.3
O=C(c1ccc(OC2CCN(C/C=C/c3ccccc3)CC2)cc1)N1CCCCC1	-2	-19	1	-3	-2	-3	-10	-0.9	-7	0.0
CCC1CCCCN1C(=O)COC(=O)COc1ccc(Br)cc1 (stereo not given)	1	-5	-8	2	9	3	0	-0.3	7	1.2
C/C(=N/NC(=O)c1cc(C)[nH]n1)c1ccco1	9	-1	-2	1	-5	-2	1	0.0	-1	3.0
O=C(COC(=O)Cc1ccsc1)Nc1ccc(S(=O)(=O)N2CCOCC2)cc1	5	-11	-5	6	-1	4	1	-0.5	4	-0.5
O=C(CSc1ccc(Cl)cc1)Nn1cnnc1	-18	4	8	3	6	0	-1	0.0	-5	-0.9
CCOC(=O)C1CCN(Cc2ccc(N(C)C)cc2)CC1	6	-1	-4	5	-2	-10	-6	-0.4	3	-2.0
CCOC(=O)c1c(-c2ccc(C)o2)csc1NC(=O)COC(=O)c1cccs1	-9	-5	-2	4	-6	4	5	-0.2	0	1.5
NCCCNc1nc(N)c([N+](=O)[O-])c(NC2CCCCC2)n1	3	-2	12	-1	4	1	11	0.4	11	-8.2
Cc1cccc(NC(=O)Cn2ccn(-c3ccc4c(c3)OCCO4)c(=O)c2=O)c1	-3	16	-4	4	1	-13	3	-0.6	2	1.4
C=CCN(C)CC#Cc1ccc(OC)cc1	·	17	-2	2	2	3	0	-0.1	·	·
COc1cccc(COC(=O)c2ccc(S(=O)(=O)N3CCC(C)CC3)cc2)c1OC	-7	-8	2	7	0	6	4	-0.1	7	1.6
O=C(O)CCCn1cc(NC(=O)c2ccc(Br)o2)cn1	5	15	-1	1	-1	-5	3	0.6	-3	0.4
O=C1N/C(=N/O)S/C1=C\c1ccccc1-n1cccn1	-6	-13	-5	-2	1	2	5	0.6	-5	2.9

Brought forward from above: three compounds; new compounds follow.
SMILES	ASAP1 inh	sPLA2-III inh	DDE Tn6 FP inh	GC-B act	NPR1 activator	ADAM10 inh	rCAG RNA binder	proKLK7 act	ARFGAP1 inh	GAA850 FXN act
COc1cccc(COC(=O)c2ccc(S(=O)(=O)N3CCC(C)CC3)cc2)c1OC	-7	-8	2	7	0	6	4	-0.1	7	1.6
O=C(O)CCCn1cc(NC(=O)c2ccc(Br)o2)cn1	5	15	-1	1	-1	-5	3	0.6	-3	0.4
O=C1N/C(=N/O)S/C1=C\c1ccccc1-n1cccn1	-6	-13	-5	-2	1	2	5	0.6	-5	2.9
O=C(C(=O)N1CCN(c2ccccc2)CC1)c1c[nH]c2ccccc12	-3	-12	-2	-3	-1	-4	0	-0.1	-4	2.3
O=C(CSc1nnc(SCc2ccc(Cl)cc2)s1)N/N=C/c1ccccc1Cl	-4	-5	-2	1	-3	3	5	-0.7	5	1.6
Cc1ccc(OCC(=O)N(Cc2nnc(-c3ccccc3Cl)o2)C2CC2)cc1C	-1	-3	-2	-3	-3	-13	-1	-0.7	-1	-1.1
CCOC(=O)C1=C(O)/C(=C/c2cc(C)n(-c3ccccc3)c2C)N=C1C	12	-3	1	-3	-2	-25	8	0.0	-5	0.9
Cc1noc(C)c1S(=O)(=O)N1CCC(C(=O)O)CC1	6	-1	-3	2	-4	-4	5	0.5	-5	0.4
O=C(CN1CCN(C(=O)c2cccc(F)c2)CC1)NC1CCCCC1	4	0	-5	5	6	5	-3	-0.2	-2	·
Cn1c(SCC(=O)Nc2nc3ccccc3s2)nnc1-c1ccccc1	-2	2	3	1	1	-7	1	0.1	3	0.3
O=C(CN1C(=O)C2CC=CCC2C1=O)Nc1ccc(S(=O)(=O)Nc2ncccn2)cc1 (stereo not given)	0	2	0	2	3	4	4	-0.5	4	-1.3
CCn1cc(C(=O)NCCCOC)c(=O)c2cc(S(=O)(=O)N(C)C)ccc21	-1	-1	4	-2	-1	-4	0	0.2	-9	2.8
COc1ccc(C(CNC(=O)c2ccc(-n3cnnn3)cc2)N2CCOCC2)cc1 (stereo not given)	-6	2	-7	1	-6	1	-1	0.5	7	1.1
Cc1cc2ccccc2c(=O)n1CC(=O)Nc1ccc2c(c1)OCCO2	5	2	8	3	-1	-20	1	0.4	-5	-0.2
CN(C)C(=O)c1cc(C(=O)c2c(F)cccc2F)c[nH]1	0	6	12	-1	4	-2	2	-0.1	8	1.1
Cn1ncc(-c2ccno2)c1C(=O)O	14	1	8	4	-3	-5	0	0.4	6	0.0
COc1ccc(CCN(C(=O)c2ccc(F)cc2)C2=CC3CCC(C2)N3C)cc1OC (stereo not given)	5	3	-4	0	0	3	1	-0.2	0	-0.6
O[C@H]1CN(CC2CCCCC2)[C@@H](c2ccc(Cl)cc2)C[C@@H]1n1cc(-c2ccc(F)cc2)nn1	5	7	0	-7	-22	-11	6	0.6	9	1.2
CCN(CC)CCCNC(=O)c1oc(=O)c2ccccc2c1-c1ccc(C)cc1	·	2	-6	-22	-26	-1	6	0.3	·	·
COc1ccc(CS(=O)(=O)c2ncn[nH]2)cc1	4	1	0	6	4	7	3	-0.8	-6	-1.0
COc1ccc(C(C(=O)NC2CCCCC2)N(C(=O)CCl)c2cccc(Cl)c2)cc1 (stereo not given)	3	14	1	-16	-41	-7	-5	0.0	-9	-17
CC(OC(=O)C1=COCCO1)C(=O)c1ccc(C(C)(C)C)cc1 (stereo not given)	13	-37	-5	6	1	5	-5	-0.1	9	0.2
Cc1cccc(NC(=O)c2ccc(CN3CCc4ccccc4C3)cc2)c1C	-3	-2	4	1	2	4	-5	0.1	1	-0.2
CCc1nc2oc3ccccc3c(=O)c2c(=O)n1-c1ccccc1	-5	-3	-3	1	3	-3	-1	0.3	7	4.8
COc1ccc(COC(=O)c2sc3nc4n(c(=O)c3c2C)CCC4)cc1	-10	3	5	-1	1	-3	-1	0.1	9	-1.0
CCOC(=O)c1cccc(NC(=O)C2CCCN2S(=O)(=O)c2cccc3cccnc23)c1 (stereo not given)	-3	13	4	-9	-2	-3	0	0.0	2	-1.4
COc1c[nH]n(-c2ccccc2)c(=O)c1=O	2	6	-9	-2	3	-3	-1	-0.5	-3	-0.4
O=C(CN1CCN(c2ccccn2)CC1)Nc1ccc(F)cc1	-1	-9	-5	0	4	-2	-3	-0.1	2	1.0
Nn1c(COc2ccccc2)nnc1SC(F)F	-3	6	-4	6	0	-1	-1	0.0	-2	1.1
Cc1cc(C)c2c(CC(=O)Nc3ccc(Cl)cn3)coc2c1	7	1	3	-5	2	0	-2	-0.7	-5	2.5
COc1ccccc1N(Cc1cc(=O)[nH]c2ccccc12)C(C)=O	-7	8	-2	4	-4	-10	3	-0.7	-2	-0.1
CC(Sc1nnc(N)s1)c1ccccc1Cl (stereo not given)	-1	1	4	0	2	-13	1	0.0	2	-1.5
c1ccc(CNc2c3c(nc4ncnn24)CCCC3)nc1	-9	13	3	-1	5	-6	0	-0.6	-10	-1.1
Cc1ccc(S(=O)(=O)N2c3ccccc3C[C@H]2CC=C(c2ccccc2)c2ccccc2)cc1	·	-1	-1	-3	-3	7	·	·	·	·
CCOC(=O)COc1cc(-n2c(=S)[nH]c3cc(OC)c(OC)cc3c2=O)c(Cl)cc1Cl	4	6	-5	-6	-1	-3	14	0.4	10	0.2
COC(=O)C(Cc1c[nH]c2ccccc12)NC(=O)C(C)C (stereo not given)	-3	0	2	-1	3	2	-3	-0.2	-9	1.3
CC(C)(CO)NC12CC3CC(CC(C3)C1)C2	-8	3	2	1	-1	-4	0	0.1	-9	1.2
COc1ccccc1N1CCN(C(=O)CSc2nc3ccccc3nc2N2CCC(C)CC2)CC1	-11	-4	6	2	-1	-2	2	-5.4	12	-0.4
Cc1ccc(N2CC(C(=O)OCC(=O)Nc3cccc(Cl)c3C)CC2=O)cc1 (stereo not given)	-8	9	-3	-2	-1	-6	0	0.4	-5	-0.6
O=c1c2ccccc2nnn1Cc1ccccn1	-7	1	1	0	-1	-8	-1	0.5	-3	0.9
CC1CCN(S(=O)(=O)c2ccc(C(=O)NCc3cccnc3)cc2)CC1	-3	6	-3	2	1	2	-3	0.5	-3	-0.5
CC(=O)n1cc([C@@H]2C=C(C(=O)Nc3ccccc3)O[C@H](OCc3ccc(CO)cc3)C2)c2ccccc21	5	-28	9	-6	-4	31*	7	0.1	-3	-4.9
Nc1ccccc1C(=O)N(Cc1ccccc1)Cc1ccccc1	-6	-10	-5	-8	-35	-23	-4	0.3	0	1.6
Cc1n(CC(=O)c2ccc(F)cc2)c2ccccc2[n+]1C	12	3	-3	-4	2	-1	0	0.3	1	2.4
CN(c1ccc(C(=O)O)cc1)S(=O)(=O)c1ccc(Cl)cc1	-18	3	1	3	0	-3	1	-0.3	4	1.3
COc1ccc(CCNC(=O)C(=O)NCC2CCNCC2)cc1OC	-7	-1	-6	1	-1	1	-4	0.2	7	1.1
COc1ccc(-c2nc(C#N)c(N3CCC(C(N)=O)CC3)o2)cc1OC	6	9	0	-9	3	i	-3	4.2	9	-2.0
Cc1noc(C)c1S(=O)(=O)N1CCN(Cc2ccc3c(c2)OCO3)CC1	12	0	5	-3	1	-13	-4	-0.5	14	0.9
Cc1ccc(CNC(=O)c2ccccc2CCc2ccccc2)cc1	-6	-1	-2	-3	1	7	-10	-0.1	0	4.2
O=C(CCCCCl)Nc1c2c(nc3ccccc13)CCC2	-6	2	-11	5	3	-8	0	0.7	-3	-0.2
Cc1cc(C)n2nc(SCC(=O)NC3(C#N)CCCCC3)nc2n1	3	5	5	1	4	-6	1	0.6	-6	0.4
COc1ccccc1N(CC(=O)N(c1ccccc1)C(C)C)S(=O)(=O)c1cccs1	-2	0	-5	-16	-30	6	-7	0.0	-1	-4.8
COC(=O)[C@]12C[C@H](CC(=O)NCC3CCCCC3)C(=O)N(CCc3ccc(OC)c(OC)c3)C1=C[C@H](C(C)C)O[C@@H]2C1CC1	·	-4	-2	4	2	-4	2	0.2	·	·

This is a random part of the collection. About 4.5% of those tested had a hit in this group.
